Bioassay records: PubChem, National Center for Advancing Translational Sciences (NCATS)
FEN1 inh – qHTS Assay for the Inhibitors of Human Flap endonuclease 1 (FEN1). P39748. Recombinant FEN1 flap cleavage, fluorescence, 15 min. Potency, µM (top dose mostly 114 µM), for the others: at the top dose activity change, negative = inhibition, actives largely listed as inhibitors. 390,000 tested, 0.35% active; note: nearly all actives have a fitted effect of over 65% in size
Target sequence (P39748 whole entry, looked up): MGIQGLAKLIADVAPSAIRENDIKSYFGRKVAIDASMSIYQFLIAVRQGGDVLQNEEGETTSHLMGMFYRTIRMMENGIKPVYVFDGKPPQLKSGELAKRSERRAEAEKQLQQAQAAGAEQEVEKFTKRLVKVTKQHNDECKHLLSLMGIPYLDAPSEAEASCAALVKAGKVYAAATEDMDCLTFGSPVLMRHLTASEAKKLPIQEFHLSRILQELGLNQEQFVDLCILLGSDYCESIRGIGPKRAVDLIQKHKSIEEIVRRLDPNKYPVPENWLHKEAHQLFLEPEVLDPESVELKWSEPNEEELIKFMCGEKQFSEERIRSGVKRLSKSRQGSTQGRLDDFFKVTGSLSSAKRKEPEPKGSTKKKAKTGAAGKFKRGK
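Reaction started by adding substrate (50 nM final) to 10 nM enzyme after 15 min room-temperature compound preincubation. Reads at 0 and 15 min, with data normalized and fitted to a four-parameter Hill equation.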
TDP1 block – qHTS Assay for Inhibitors of Tyrosyl-DNA Phosphodiesterase (TDP1); Tyrosyl-DNA phosphodiesterase 1 (Homo sapiens), Q9NUW8; AID 485290, 2010; recombinant TDP1, AlphaScreen DNA substrate cleavage; 350,000 tested, 0.28% active; Potency, µM (titrated, usually from 130 µM), inactives show top-dose activity change, negative = inhibition, hits mostly inhibitors; note: nearly all actives have a fitted effect of over 40% in size
Target sequence (Q9NUW8 whole entry, looked up): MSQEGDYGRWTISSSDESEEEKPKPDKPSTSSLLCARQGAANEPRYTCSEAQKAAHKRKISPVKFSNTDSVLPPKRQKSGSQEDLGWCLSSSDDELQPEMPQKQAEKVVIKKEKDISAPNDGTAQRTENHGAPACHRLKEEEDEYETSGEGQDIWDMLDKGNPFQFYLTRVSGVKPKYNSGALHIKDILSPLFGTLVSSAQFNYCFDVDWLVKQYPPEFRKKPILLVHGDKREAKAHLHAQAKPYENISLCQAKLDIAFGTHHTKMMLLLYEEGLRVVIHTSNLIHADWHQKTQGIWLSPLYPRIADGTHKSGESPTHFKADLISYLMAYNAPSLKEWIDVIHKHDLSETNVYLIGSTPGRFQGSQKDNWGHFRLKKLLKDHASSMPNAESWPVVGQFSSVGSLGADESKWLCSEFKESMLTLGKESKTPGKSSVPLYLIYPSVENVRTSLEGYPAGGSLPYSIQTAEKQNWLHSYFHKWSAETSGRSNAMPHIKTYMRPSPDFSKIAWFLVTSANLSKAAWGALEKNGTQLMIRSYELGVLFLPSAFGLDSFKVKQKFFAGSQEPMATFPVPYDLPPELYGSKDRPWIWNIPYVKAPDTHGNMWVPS
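Tdp1 1 nM final; 15 min RT w/ cpd; substrate 15 nM, 5 min; beads 10 ug/ml, 10 min; AlphaScreen read. Neg ctrl: no enzyme.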
N370S GC mod – qHTS Assay for Inhibitors and Activators of N370S glucocerebrosidase as a Potential Chaperone Treatment of Gaucher Disease. N370S GC spleen homogenate, 4MU-glucoside fluorescence. Potency, µM (titrated, usually from 59.4 µM), for inactives: at the top dose activity change, negative = inhibition, usual class: inhibitors. 330,000 tested, 0.092% active. AID 2101, 2009;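 note: 0% = full enzyme activity and -100% = no enzyme basal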
* hit, by the source's call; ? = inconclusive; nt = no result given; & = joins results of further samples; [ ] = remark or other dose. Calls come from the whole dose curve; as a rule, active = well fitted curve in the direction sought with a large enough effect; inconclusive = small, poorly fitted or top-dose-only effect, or another doubt; inactive = no such curve, though single readings can be large; an effect the other way counts as inactive or inconclusive. Unless noted, % is set by controls: 0 for no effect and ±100 for the full control effect; potency is the fitted concentration of half-maximal effect.

SMILES	FEN1 inh	TDP1 block	N370S GC mod
CC(C)Cn1c(N)c(C(=O)COC(=O)C2CCCCC2)c(=O)n(C)c1=O	-3%	8%	-23%
CN(C)S(=O)(=O)c1ccc(C(=O)Nc2ccccc2C(=O)O)cc1	-5%	5%	2%
CN1CCN(CC(=O)Nc2ccc(Cl)cc2Cl)CC1	4%	4%	-12%
CCn1c(COc2cc(C)cc(C)c2)nnc1SCC(=O)N1CCN(c2ccccc2)CC1	-3%	-1%	4%
O=C(COC(=O)CNC(=O)c1ccccc1Cl)NC1CC1	-1%	-1%	nt
COc1ccc(C2C3=C(CC(C)(C)CC3=O)OC(N)=C2[N+](=O)[O-])cc1 (stereo not given)	-9%	1%	1%
COc1ccccc1-c1csc(NC(=O)c2ccc(N3C(=O)CCC3=O)cc2)n1	-9%	2%	0%
CC(C)C(NS(=O)(=O)c1ccccc1)C(=O)N1CCCC1 (stereo not given)	2%	3%	-2%
CCC(C)C(=O)Nc1nc(C)c(-c2csc(Nc3ccc(Cl)cc3)n2)s1 (stereo not given)	4%	6%	2%
CCOC(=O)CN1C(=O)CN(c2ccc(C)c(C)c2)C1=O	-8%	8%	1%
CCCN(C(=O)C(=O)Nc1ccc2nc3n(c(=O)c2c1)CCCCC3)c1ccc(OCC)cc1	-9%&1%	-6%&-3%	4%
CCC(=O)N1CCN(CCN=CC2=C(O)CC(c3cccs3)CC2=O)CC1 (stereo not given)	2%	2%	-6%
Cc1cc2c(cc1C)NC(c1nc3ccccc3[nH]1)C1=C(CC(C)(C)CC1=O)N2 (stereo not given)	1%	-6%	0%
CCCCN(C(=O)CNC(=O)c1ccco1)C(C(=O)NC1CCCCC1)c1cccnc1 (stereo not given)	0%	2%[0.0935 µM]	-7%
CN(C(=O)CSc1nc2cc([N+](=O)[O-])ccc2n1-c1ccc(F)cc1)C1CCS(=O)(=O)C1 (stereo not given)	-1%	3%	22%
COc1ccc(C)cc1-n1c(SCC(=O)NC2CC2)nc2ccccc2c1=O	18%	2%	nt
Cc1nc2ncnn2c(C)c1Cc1ccccc1Cl	-2%	6%	4%
O=C(NCCN1CCCCC1)Nc1ccc(F)c(Cl)c1	-3%	-3%	2%
Cc1cc(C)nc(NS(=O)(=O)c2ccc(NC(=O)C(C)Oc3ccccc3F)cc2)n1 (stereo not given)	-5%	nt	-2%
COC(=O)c1ccc(COc2ccc(C=O)cc2)o1	2%	0%	0%
Cc1nc(SCc2ccc(F)cc2)c2oc3ccccc3c2n1	-8%	4%	1%
O=C(Cn1ncc2c1-c1ccccc1OC2)N(Cc1ccco1)C1CCCCC1	-11%	2%	2%
C/C(=N\Nc1cccc(Cl)c1)C1(C)N(O)C(C)(C)C(c2ccco2)=[N+]1[O-] (stereo not given)	11%	-1%	2%
COc1ccccc1OCC(=O)N1CCN(c2ccccc2OC)CC1	5%	2%	4%
CSc1ccc(/C=C(\NC(=O)c2ccc(C)cc2)C(=O)Nc2cccc(C)c2)cc1	9%	-1%	-1%

Arranged by value in TDP1 block (largest number first): some entries from above
| Compound | TDP1 block | N370S GC mod |
| --- | --- | --- |
| CC(C)Cn1c(N)c(C(=O)COC(=O)C2CCCCC2)c(=O)n(C)c1=O | 8% | -23% |
| CN1CCN(CC(=O)Nc2ccc(Cl)cc2Cl)CC1 | 4% | -12% |
| CC(C)C(NS(=O)(=O)c1ccccc1)C(=O)N1CCCC1 (stereo not given) | 3% | -2% |
| CCC(=O)N1CCN(CCN=CC2=C(O)CC(c3cccs3)CC2=O)CC1 (stereo not given) | 2% | -6% |
| COC(=O)c1ccc(COc2ccc(C=O)cc2)o1 | 0% | 0% |
| C/C(=N\Nc1cccc(Cl)c1)C1(C)N(O)C(C)(C)C(c2ccco2)=[N+]1[O-] (stereo not given) | -1% | 2% |

The listing continues.
SMILES	FEN1 inh	TDP1 block	N370S GC mod
CNC(=O)CSc1cn(CC(=O)N2CCCCCC2)c2ccccc12	11%	5%	nt
Cc1ccc(C(=O)CCS(=O)(=O)c2ccc(F)cc2)cc1	-8%	3%	-6%
CCN(C(=O)C(C)OC(=O)CCCNC(=O)c1ccc(Cl)cc1)c1ccccc1 (stereo not given)	-3%	3%	-3%
COc1cc(/C=C2/NC(=O)N(CC(=O)Nc3cccc(C)c3)C2=O)ccc1OCC(N)=O	-1%	5%	-10%
O=[N+]([O-])c1cccc(Nc2c3ccccc3nc3ccccc23)c1	-6%	-2%	?
O=C(Nc1ccc(Cl)cc1)Nc1ccon1	-18%	2%	-11%
O=C(NCCSc1c[nH]c2ccccc12)c1ccc(Cl)cc1	-22%	9%	nt
Cc1cc(NC(=O)Nc2cc(Cl)ccc2C)no1	-14%	10%	23%
O=C(NC(=S)NCCN1CCOCC1)c1ccccc1	18%	0%	22%
COc1ccc(C(=O)N2CCN(CC(=O)N3CCOCC3)CC2)cc1	16%	-5%	-2%
CC1N(C)c2cccc3cccc(c23)N1C	1%	5%	1%
COC(=O)c1cccnc1-n1c(=O)c2cccnc2n(CC(=O)Nc2cccc(C(F)(F)F)c2)c1=O	-17%	3%	nt
CCCCn1c(N)c(N(CCOC)C(=O)c2ccc(C)c(S(=O)(=O)N3CCCCC3)c2)c(=O)[nH]c1=O	-3%	0%	0%
CC(C)Oc1ccc(CNC(=O)CCCn2c(=O)c3cccn3c3ccccc32)cc1	19%	4%	nt
O=C1CN(C(=O)c2ccc(Br)o2)C(c2ccccc2)c2cc(Br)ccc2N1 (stereo not given)	6%	-7%	5%
C/C(=N\NC(=O)c1cc(C(C)C)[nH]n1)c1ccncc1	9%	-2%[0.0935 µM]	-11%
O=C(N[C@@H](Cc1c[nH]c2ccccc12)C(=O)NC1CC1)c1ccccc1Cl	-2%	5%	9%
O=C(O)C1Cc2c([nH]c3ccccc23)C(c2ccccc2)N1 (stereo not given)	nt	5%[21 µM]	1%[12.8 µM]
CN(C)CCNC(=O)Cn1c(=O)c2cccn2c2ccc(F)cc21	-7%&11%	4%	-15%
O=C(CSc1nnc(-c2cccs2)n1Cc1ccco1)Nc1ccc2c(c1)OCO2	1%	9%	17%
Cc1cc(C)n2nc(SC(C)C(=O)NCc3ccco3)nc2n1 (stereo not given)	-1%	-3%	0%
Cc1[nH]nc(-c2ccc(OCc3cnn(-c4ccccc4)c3)cc2O)c1Oc1ccc(Cl)cc1	-14%	3%	?
CC(C)Oc1ccc(/C=N/NC(=O)c2nnn(-c3nonc3N)c2CN(C)C2CCCCC2)cc1	17%	0%	7%
Cc1nc(C(=O)Nc2cc(Cl)ccc2Cl)nn1-c1cc(OC(C)C)c(Cl)cc1Cl	-13%	-4%	-12%
COc1cc(Cl)ccc1OCc1cc(C(=O)N(C)CCc2c(C)n[nH]c2C)no1	30%	4%[56.1 µM]	-1%

Individual results from the list:
In FEN1 inh, Cc1cc(NC(=O)Nc2cc(Cl)ccc2C)no1 has -14%
In FEN1 inh, COc1cc(/C=C2/NC(=O)N(CC(=O)Nc3cccc(C)c3)C2=O)ccc1OCC(N)=O has -1%

(more compounds)
SMILES	FEN1 inh	TDP1 block	N370S GC mod
COc1ccc(N(CCC(=O)O)S(=O)(=O)c2ccc(C)cc2C)cc1	-9%	-5%	0%
CCOC(=O)c1c(NC(=O)CN2CCCCC2)sc2c1CCN(C(=O)OCC)C2	-12%	0%	12%
CC(C)CN1CCN(Cc2cn(C)c3ccccc23)CC1CCO (stereo not given)	0%	nt	-5%
O=C(Nc1cccc(NC(=O)C2CCCO2)c1)c1ccco1 (stereo not given)	29%	-5%	10%
O=C(CSCC(=O)Nc1cccc([N+](=O)[O-])c1)Nc1ccccc1	-3%	0%	2%
Cc1ccc(C)c(N2CCN(C(=O)c3cccc(-n4c(C)nc5cccnc54)c3)CC2)c1	-10%	6%	nt
Cc1ccc2c(c1)N(C(=O)CCC(=O)Nc1ccccc1Cl)CC(C)O2 (stereo not given)	-8%&18%	9%	-19%
CCN(CC)C(=O)CCc1nnc(CCc2c[nH]c3ccccc23)o1	3%	4%	-1%
O=C(CCC(=O)N(CC(=O)NC1CCCC1)c1cccc(F)c1)Nc1nccs1	-5%	nt	-5%
COc1ccc(CN(CC2CCC(C(=O)O)CC2)C(=S)Nc2cc(C)ccc2C)cc1 (stereo not given)	-14%	-1%	-2%
COc1ccc(Cn2ccc3nc(C)c(C(=O)Nc4cc(OC)c(OC)c(OC)c4)cc3c2=O)cc1	-5%	10%	nt
CCOC(=O)c1cc(S(=O)(=O)Nc2ccc(OC)cc2OC)cn1C	22%	4%	6%
CCC1Nc2ncnc(N3CCCCC3)c2N(Cc2ccc(Cl)cc2)C1=O (stereo not given)	-4%	3%	nt
CCCN1CCc2c(sc(NC(=O)c3ccc(S(=O)(=O)N(C)c4ccccc4)cc3)c2C(=O)NC)C1	-4%	7%	-28%
CN(C)S(=O)(=O)c1ccc(C(=O)OCC(=O)c2ccc3c(c2)NC(=O)CO3)cc1	-2%	3%	-17%
N=C(N)N1Cc2ccccc2C(O)C1 (stereo not given)	nt	8%	-7%
Cc1nc(N2CCN(c3ccccn3)CC2)c2c(C)c(C(=O)N3CCN(c4ccc(F)cc4)CC3)sc2n1	-7%	nt	-16%
Fc1ccc(C(CCNCc2ccccn2)c2ccc(Cl)cc2)cc1 (stereo not given)	13%	nt	-24%
O=C(Nc1ccccc1C(F)(F)F)c1c(F)cccc1Cl	0%	-8%	3%
Cc1ccc(NC(=S)c2ccc(N(C)C)cc2)cc1	4%	4%	15%
CC(=O)c1sc(N/N=C/c2ccc(C(C)C)cc2)nc1C	-5%	8%	-6%
NC(=O)C1CCN(c2nc(C3CC3)nc3c2nnn3Cc2ccccc2)CC1	-2%	4%	5%
COc1cccc(CN(C)CC(=O)NNC(=O)c2ccc(Cl)cc2)c1	5%	1%	-4%
CCN(CC)C(=O)CN1CCC(n2c(C)nc3cc(C(F)(F)F)ccc32)CC1	-11%	5%	-6%
O=C(CCc1ccccc1)NCCS(=O)(=O)N1CCN(c2ccccc2)CC1	-2%	-6%[0.505 µM]	3%

Next records
SMILES	FEN1 inh	TDP1 block	N370S GC mod
Cc1c(CCOC(=O)C23CC4CC(CC(C4)C2)C3)sc[n+]1Cc1ccccc1	-7%	-3%	-26%
COC(=O)c1ccc(C23CC4(C2)[C@H](CN(C)[C@@H]4c2ccccc2)C3c2ccccc2)cc1 (stereo not given in full)	-9%	12%&2%	-20%&-18%
Cc1ccc(F)cc1NC(=O)c1ccc(NS(=O)(=O)c2ccc(Br)s2)cc1	-13%	5%	6%
COc1ccc(NC(=O)C(c2cc3c(cc2[N+](=O)[O-])OCO3)N2CCN(C=O)CC2)cc1 (stereo not given)	-2%	0%	7%
CN(CC(=O)NC(=O)NCc1ccccc1)CC(=O)Nc1ccc(Cl)c(Cl)c1	9%	-2%	nt
Cc1ccc(S(=O)(=O)NCCC(=O)NC(C)CCc2ccccc2)cc1 (stereo not given)	12%	-4%[0.505 µM]	5%
CCN(CC)CCn1c2c(c(SCC(=O)NCc3ccccc3)nc1=O)CCC2	1%	-8%[0.505 µM]	-2%
CCOCCCNCc1ccc(OC)cc1	-7%	-8%	6%
Cc1cc(NC(=O)COC(=O)c2cc([N+](=O)[O-])ccc2N2CCOCC2)ccc1Br	-1%	nt	-1%
CCOC(=O)c1cnc(-n2nc(C)cc2C)nc1Nc1ccccc1OC	nt	3%	-4%
CCCS(=O)(=O)N1CCCC(C(=O)NCc2ccco2)C1 (stereo not given)	3%	-8%	-16%
COC(=O)c1cc(C(=O)N2CCN(c3cccc(C)c3C)CC2)cc([N+](=O)[O-])c1	-9%	9%	-8%
Cc1ccc(S(=O)(=O)N(C)CC(=O)N2CCCCCC2)cc1	1%	nt	0%
CCOc1ccc(Br)cc1S(=O)(=O)NCc1ccncc1	1%	0%	3%
COC(=O)C(C)Sc1nc2c(cnn2-c2ccc(F)cc2)c(=O)[nH]1 (stereo not given)	-6%&-5%	3%	1%
CCCCNC(=O)Nc1nnc(SCC(=O)OCC)s1	-14%	nt	-11%
COc1cc(C(=O)N2CCN(C(=O)c3cc(-c4ccccc4)n[nH]3)CC2)cc(OC)c1OC	18%	5%	-3%
Cc1ccc(C)c(-c2nn(-c3cc(N4CCN(CCO)CC4)ccc3[N+](=O)[O-])c(=O)c3ccccc23)c1	-16%	10%	16µM*
Cc1ccccc1CNC(=O)C1CCC(=O)N(CC2CCCCC2)C1 (stereo not given)	6%	4%	-1%
Cc1nn(CCC(=O)NNC(=S)Nc2ccc([N+](=O)[O-])cc2)c(C)c1[N+](=O)[O-]	-12%	9%	-29%
CCOC(=O)N1CCN(C(=O)c2nn(-c3ccc(C)cc3)c(=O)c3c2c2ccccc2n3C)CC1	-5%	0%	6%
Cc1ccc(Nc2nc(N/N=C/c3c[nH]c4ccccc34)nc(N3CCOCC3)n2)cc1	-17%	5%	10%
O=C(CCCOc1ccc(Cl)cc1Cl)Nc1nnc(C2CC2)s1	2%	2%	-2%
